p-CIP stab down: p/CIP-EGFP fusion destabilizers, primary screen, fluorescence, F442A cells; decrease of EGFP signal, % at 10 µM; 16 h; Q05BA5; 290,000 tested, 0.01% active;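 active = EGFP signal decrease of at least 30% at 10 µM or well 3 SD below plate mean, unless failing retest; inactive = the rest, including hits failing retest or dose response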; note: some compounds called inactive have numbers as strong as hits; many of its hits are not listed in these tables
Target sequence (Q05BA5 1-1403): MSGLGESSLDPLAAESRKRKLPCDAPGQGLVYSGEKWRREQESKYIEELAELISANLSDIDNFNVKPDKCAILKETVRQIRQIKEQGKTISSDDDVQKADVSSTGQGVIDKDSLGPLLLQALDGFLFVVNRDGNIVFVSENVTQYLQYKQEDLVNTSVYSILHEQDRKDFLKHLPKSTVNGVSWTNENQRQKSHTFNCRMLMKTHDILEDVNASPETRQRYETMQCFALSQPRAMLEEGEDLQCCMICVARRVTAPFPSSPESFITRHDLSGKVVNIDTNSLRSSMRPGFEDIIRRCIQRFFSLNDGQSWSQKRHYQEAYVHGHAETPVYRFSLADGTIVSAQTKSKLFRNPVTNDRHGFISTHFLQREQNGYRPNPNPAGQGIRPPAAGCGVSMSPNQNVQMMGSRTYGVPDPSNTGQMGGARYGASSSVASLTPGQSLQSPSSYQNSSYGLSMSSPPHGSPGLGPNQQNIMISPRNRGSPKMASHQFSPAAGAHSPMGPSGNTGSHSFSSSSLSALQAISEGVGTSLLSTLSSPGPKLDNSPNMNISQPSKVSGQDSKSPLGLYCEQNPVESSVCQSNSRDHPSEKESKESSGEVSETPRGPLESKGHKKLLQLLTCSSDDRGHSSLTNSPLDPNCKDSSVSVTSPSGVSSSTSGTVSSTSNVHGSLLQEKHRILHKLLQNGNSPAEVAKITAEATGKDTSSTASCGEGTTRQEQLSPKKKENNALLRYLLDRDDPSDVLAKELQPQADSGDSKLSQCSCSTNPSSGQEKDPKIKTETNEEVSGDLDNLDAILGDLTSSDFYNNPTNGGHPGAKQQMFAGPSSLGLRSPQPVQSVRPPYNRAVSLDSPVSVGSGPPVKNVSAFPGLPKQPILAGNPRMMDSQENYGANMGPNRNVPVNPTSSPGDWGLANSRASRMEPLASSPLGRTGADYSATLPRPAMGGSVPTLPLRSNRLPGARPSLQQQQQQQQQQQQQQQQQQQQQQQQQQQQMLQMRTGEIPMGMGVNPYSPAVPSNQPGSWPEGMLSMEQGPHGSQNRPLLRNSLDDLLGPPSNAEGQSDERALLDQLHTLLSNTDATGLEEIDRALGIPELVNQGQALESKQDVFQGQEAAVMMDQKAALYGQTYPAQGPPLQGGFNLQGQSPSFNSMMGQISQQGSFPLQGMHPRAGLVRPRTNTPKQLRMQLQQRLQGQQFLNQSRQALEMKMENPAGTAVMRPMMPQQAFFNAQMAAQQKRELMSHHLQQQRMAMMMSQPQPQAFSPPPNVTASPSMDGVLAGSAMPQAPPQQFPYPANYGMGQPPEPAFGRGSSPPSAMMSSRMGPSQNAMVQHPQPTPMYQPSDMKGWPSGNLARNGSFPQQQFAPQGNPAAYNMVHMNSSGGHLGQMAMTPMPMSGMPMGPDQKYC
HCV NS3 hel inh: inhibitors of HCV NS3 helicase, primary screen, biochemical, Cy5 molecular beacon fluorescence. AID 1800, 2009. inhibition, % at 10.9 µM. 290,000 tested, 0.56% active. NS3 helicase DNA unwinding. Hepatitis C virus NS3 helicase;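 active = inhibition above the mean of all tested compounds plus 3 SD, set per campaign, cut at about 35% in these data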;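 note: 0% = DMSO wells and 100% = thioflavine S control wells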
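Measured by: Cy5 fluorescence, 0 and 60 min reads / Assay system: NS3 helicase fragment of HCV / Control set: low DMSO, high thioflavine S at 110 µM / Times: 1 h reaction at 25 °C, ATP-initiated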
IDE cell activ: human IDE activators in live cells, primary screen, fluorescence polarization, HEK cells, FAbeta-B substrate; activation, % at 5.96 µM; AID 493087, 2011; Insulin-degrading enzyme (Homo sapiens), P14735; FAbeta-B cleavage; 0% vehicle, 100% cell-free pure enzyme wells; 340,000 tested, 0.073% active;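 active = activation above the mean of all tested compounds plus 3 SD, set per screening campaign, cut at about 17% in these data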
FID counter: compounds displacing fluorescent DNA intercalator, primary screen, artefact control for HCV NS3 helicase inhibitor project, biochemical, FID fluorescence | inhibition, % at 7.9 µM | DNA fluorescent intercalator displacement | 290,000 tested, 0.17% active; in the data active = inhibition above about 37%;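 note: 0% = vehicle and 100% = reference compound; higher means more ethidium bromide displaced from hairpin DNA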
UBC9 SUMO inh: inhibitors of in vitro SUMOylation cascade, primary screen, biochemical, HTRF, uHTS; inhibition, % at 35 µM; 290,000 tested, 0.36% active; HTRF SUMOylation assay, SAE1/SAE2 + UBC9; AID 2006, 2009; in the data active = inhibition above about 50%, passing the limit was not always enough; note: strong numbers were not always called active
PHOSPHO1 block: PubChem AID 1565; 290,000 tested, 1.1% active; inhibition, % at 13.3 µM; recombinant PHOSPHO1, absorbance phosphatase assay; Phosphoethanolamine/phosphocholine phosphatase (Homo sapiens), Q8TCT1; in the data active = inhibition above about 60%
IMP-1 inhibitor: IMP-1 metallo-beta-lactamase inhibitors, primary screen, biochemical, epi-absorbance readout, Pseudomonas aeruginosa enzyme | inhibition, % at 5.6 µM | AID 1556, 2009 | 290,000 tested, 0.45% active | metallo-beta-lactamase IMP-1 (Pseudomonas aeruginosa) | purified IMP-1, nitrocefin hydrolysis, epi-absorbance fluorescence;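 active = inhibition above the mean plus 3 SD of all compounds in the same screening run, cut at about 4.5% in these data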;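 note: 0% = IMP-1 with DMSO and 100% = DMSO wells lacking enzyme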
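System: purified IMP-1; amount: IMP-1 0.2 nM before substrate addition; compound: single dose, 5.6 µM; times: 25 °C, 15 min preincubation, 25 min reaction; signal: Epi-absorbance via hydrolysed-nitrocefin quenching of white-plate fluorescence, 480/530 nm, EDTA stop; benchmarks: DMSO with and without IMP-1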
MEKK3 PB1 HTS: modulators of MEKK3-MEK5 PB1 binding, primary screen, biochemical, wildtype MEKK3, multiplex bead flow cytometry, Alexa488-MEK5; Mitogen-activated protein kinase kinase kinase 3 (Homo sapiens), Q99759; bead-based flow cytometry, Alexa488-MEK5 binding to MEKK3; actives lie on both sides; 0 = blocked by unlabeled MEK5, 100 = vehicle; binding response (% of control), % at 10 µM; 290,000 tested, 1.4% active; AID 1529, 2009;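 active = binding response more than 3 SD above or below the average of its plate-row segment, actives on both sides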;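 note: Alexa488 bead fluorescence after subtracting the streptavidin-only scavenger bead signal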
VIM-2 inhibitor: VIM-2 metallo-beta-lactamase inhibitors, primary screen, biochemical, epi-absorbance readout, Pseudomonas aeruginosa enzyme; 290,000 tested, 0.89% active; purified VIM-2, nitrocefin hydrolysis, epi-absorbance fluorescence; inhibition, % at 5.6 µM;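 active = inhibition above the mean of all tested compounds plus 3 SD, cutoff set per screening run, cut at about 7.5% in these data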;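 note: red hydrolysis product quenches plate fluorescence so inhibitors raise well fluorescence; 0% = enzyme with DMSO and 100% = DMSO without enzyme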
Numbers without * were called inactive; . = no result given.

SMILES	FID counter	IMP-1 inhibitor	PHOSPHO1 block	HCV NS3 hel inh	p-CIP stab down	VIM-2 inhibitor	MEKK3 PB1 HTS	IDE cell activ	UBC9 SUMO inh
O=C(CSc1nnc(-c2ccncc2)o1)c1cccc([N+](=O)[O-])c1	-4	-3.0	56	-4	0	-1.9	98	-1	-4
O=C1[C@@H]2CSCN2C(=O)CN1CCc1cccc(F)c1	2	0.1	9	7	-6	-2.2	105	1	-6
O=C(CSc1nnc(-c2ccc(S(=O)(=O)N3CCCC3)cc2)o1)NCC1CCCO1 (stereo not given)	-3	-2.4	44	4	-8	-3.9	95	8	0
CC(C)(C)c1ccc(C(=O)N2CCCC2)s1	-10	-2.7	30	-9	-4	-3.8	91	7	-8
CCc1ccc(OCC(O)CNC(C)(C)C)cc1 (stereo not given)	9	-2.4	19	7	0	-1.5	102	4	0
Cc1occc1C(=O)N/N=C/c1c[nH]c2ccccc12	0	-4.1	46	-1	-7	-9.3	97	-1	-13
CN(C)c1ccc(NC(=O)CCN2C(=O)c3cccc([N+](=O)[O-])c3C2=O)cc1	0	-0.1	-6	30	-3	1.6	97	2	9
COc1ccc(/C=C/C(=O)c2cc(Br)ccc2OC(=O)c2ccco2)cc1OC	-12	-1.9	-7	12	0	-3.8	92	1	6
CCCCn1nnnc1SCC(=O)c1ccc(C)c(C)c1	-16	-4.4	-8	-4	-17	-2.6	99	0	28
CC(NC(=O)COc1cccnc1[N+](=O)[O-])c1ccc(Cl)cc1 (stereo not given)	-5	-4.1	32	10	3	0.3	99	1	-5
Cc1ccc2nc(-c3ccccc3)c(-c3ccccc3)nc2c1	-5	-2.9	29	4	-11	-0.8	115	-2	5
O=C(c1ccc([N+](=O)[O-])cc1)N(Cc1ccc(Br)cc1)N1C(=O)CCCC1=O	0	-1.4	20	5	20	-2.5	102	3	-5
CCOC(=O)c1cccnc1SCc1cc(=O)n2ccccc2n1	-6	-1.6	11	-6	-3	-1.5	107	6	29
Cc1cc(C)c(S(=O)(=O)N2CCCC(C(=O)NC3CC3)C2)c(C)c1 (stereo not given)	-35	-1.9	42	-5	-7	-1.2	97	-1	-3
Cc1ccc(C(c2sc3nc(C)nn3c2O)N2CCN(C(=O)c3ccco3)CC2)cc1 (stereo not given)	-36	-0.4	0	0	-8	-1.7	84	-5	12
O=C(NCc1ccccc1)C1CCN(S(=O)(=O)c2cccc3cccnc23)CC1	-14	-2.2	-14	-7	-8	0.6	103	3	-3
CC(C)OCCCNC(=O)c1c(N)n(/N=C/c2cccs2)c2nc3ccccc3nc12	0	-1.9	39	-2	1	-4.4	.	7	26
COCc1cc(=O)n2[nH]c(C(F)(F)F)nc2n1	-5	1.0	0	5	2	-0.4	93	-3	4
COc1ccc(CN2C(=S)NC(C)(C)CC2(C)O)cc1 (stereo not given)	-9	-1.9	-7	-6	-3	-1.1	99	4	3
CCOC(=O)CSc1ncnc2c1nnn2-c1ccc(F)cc1	7	0.8	2	1	-6	2.0	99	5	-18
CCN1C(=O)/C(=C/C2=Cc3ccccc3OC2C)SC1=S (stereo not given)	-3	-1.4	25	-2	6	-0.4	98	.	-2
COc1ccc(C(C)NC(=O)c2cccc([N+](=O)[O-])c2)cc1OC (stereo not given)	3	-2.2	-16	-5	-1	-1.1	94	0	-2
CSc1nc2ccc(NC(=O)C3CC(=O)N(Cc4ccco4)C3)cc2s1 (stereo not given)	-19	-4.4	14	9	11	-6.3	101	-3	17
CN(C)N1C(N)=C(C#N)C(c2ccc3c(c2)OCO3)C2=C1CC(C)(C)CC2=O (stereo not given)	-14	-0.9	27	-16	-12	-0.8	106	3	10

Eight structures already listed, ordered by heavy-atom count, largest number first.
SMILES	FID counter	IMP-1 inhibitor	PHOSPHO1 block	HCV NS3 hel inh	p-CIP stab down	VIM-2 inhibitor	MEKK3 PB1 HTS	IDE cell activ	UBC9 SUMO inh
Cc1ccc(C(c2sc3nc(C)nn3c2O)N2CCN(C(=O)c3ccco3)CC2)cc1 (stereo not given)	-36	-0.4	0	0	-8	-1.7	84	-5	12
O=C(NCc1ccccc1)C1CCN(S(=O)(=O)c2cccc3cccnc23)CC1	-14	-2.2	-14	-7	-8	0.6	103	3	-3
CSc1nc2ccc(NC(=O)C3CC(=O)N(Cc4ccco4)C3)cc2s1 (stereo not given)	-19	-4.4	14	9	11	-6.3	101	-3	17
Cc1cc(C)c(S(=O)(=O)N2CCCC(C(=O)NC3CC3)C2)c(C)c1 (stereo not given)	-35	-1.9	42	-5	-7	-1.2	97	-1	-3
CCOC(=O)CSc1ncnc2c1nnn2-c1ccc(F)cc1	7	0.8	2	1	-6	2.0	99	5	-18
CCN1C(=O)/C(=C/C2=Cc3ccccc3OC2C)SC1=S (stereo not given)	-3	-1.4	25	-2	6	-0.4	98	.	-2
COc1ccc(CN2C(=S)NC(C)(C)CC2(C)O)cc1 (stereo not given)	-9	-1.9	-7	-6	-3	-1.1	99	4	3
COCc1cc(=O)n2[nH]c(C(F)(F)F)nc2n1	-5	1.0	0	5	2	-0.4	93	-3	4

Following part.
SMILES	FID counter	IMP-1 inhibitor	PHOSPHO1 block	HCV NS3 hel inh	p-CIP stab down	VIM-2 inhibitor	MEKK3 PB1 HTS	IDE cell activ	UBC9 SUMO inh
Cc1ccccc1NS(=O)(=O)c1cc(S(C)(=O)=O)ccc1Cl	0	-5.2	4	2	-15	0.3	89	-4	-8
C=CCOC(=O)C(=O)/C=C/c1ccc2c(c1)Cc1ccccc1-2	-22	-0.8	-28	32	-4	-1.2	86	2	16
CC1CCC(NC(=O)CN(C)S(=O)(=O)c2ccc3c(c2)CCC(=O)N3)CC1 (stereo not given)	-28	-2.9	48	-2	-9	-3.1	103	8	4
CCOc1c(C(N)=O)cc([N+](=O)[O-])cc1[N+](=O)[O-]	-3	-1.8	1	-5	-1	-5.4	101	1	11
CCN(CC)C(=O)C1CCN(C(=O)c2oc3ccc(C)cc3c2C)CC1	-43	-3.3	-1	-8	-11	-1.9	103	-1	2
CCOc1ccccc1NC(=O)CSc1ncnc2c1oc1ccccc12	2	-2.7	24	3	-14	-1.2	109	6	10
CN(C)c1ccc(/C=N/NC(=O)c2cc(-c3ccc4c(c3)OCO4)n[nH]2)cc1	-5	-1.8	20	16	11	-1.3	87	0	15
COc1ccnc2c1c(=O)n(Cc1ccc(Cl)cc1Cl)c(=O)n2C	-16	-2.6	32	0	-4	-3.2	100	-3	5
O=C(Cc1ccccc1[N+](=O)[O-])Nc1ccccc1C(=O)N1CCCC1	-5	-2.0	-7	9	-6	-2.8	96	2	-7
COc1cccc(C(=O)N/N=C/c2cn[nH]c2-c2ccc(OC)cc2OC)c1	-20	-2.8	-1	1	6	-3.2	104	-2	14
CCCOc1ccc(OCCOCCNCc2ccccc2)cc1	7	-3.8	-16	-21	-6	-0.8	100	-1	-10
CCC(OC(=O)c1ccco1)C(=O)NCc1ccc(OC)cc1 (stereo not given)	-3	-1.7	22	7	-8	-1.5	94	0	9
COc1ccccc1Nc1nc(N)nc(CSc2nccn2C)n1	-12	-0.6	24	6	-7	1.4	88	1	8
COCCN1Cc2cccc(C(=O)NCc3ccccn3)c2C1=O	-3	-4.8	9	13	-10	-2.8	104	2	14
Fc1cccc(CSc2nc3ncccc3[nH]2)c1	-2	-3.2	16	-1	-18	-6.5	96	-6	-5
COc1ccc(N2CCN(CCCNC(=O)C(=O)c3c(C)n(C)c4ccccc34)CC2)cc1	21	-0.2	28	-53	-10	-2.0	98	12	9
Cc1nc(SCC(=O)NC(=O)NCc2ccccc2)nc(C)c1C	-20	-2.7	-11	0	-6	-1.4	98	-1	23
CSc1ccccc1C(=O)NCc1cccnc1	-1	-1.4	51	0	2	-0.6	94	0	11
Cc1cc(Br)c2c(c1)=C(c1sc(N3CCCCCC3)nc1O)C(=O)N=2	3	-2.3	29	0	-4	-0.3	102	1	-14
CC(C(=O)NCc1cccs1)n1cccc1 (stereo not given)	-4	-0.3	5	7	-5	-0.4	94	2	-17
CSc1ccccc1NC(=O)CN(C)Cc1ccc(Br)cc1	-13	-2.8	-10	-10	-3	-5.3	106	1	-29
CCC1=C(OC(=O)N(CC)CC)N2C(=O)OC(=NCCc3c[nH]c4ccccc34)[C@]2(Cc2ccccc2)[C@H]2C1=CC[C@H]1C(=O)NC(=O)[C@H]12	.	.	18	.	10	.	98	-8	-34
CCOC(=O)CCCNC(=O)COC(=O)[C@@H]1CCCN1S(=O)(=O)c1ccc(Cl)cc1	-23	-0.2	-49	14	-8	-1.6	107	3	8
COc1ccc2nc(N/C(N)=N/C(=S)Nc3c(C)cccc3C)nc(C)c2c1	12	-1.4	13	-6	0	-1.0	92	-6	3
O=S(=O)(c1ccc(Oc2ncnc3scc(-c4ccccc4)c23)cc1)N1CCOCC1	-19	-2.1	-8	-2	-18	-3.9	112	-4	-3
COc1ccccc1NC(=O)Cn1nc(C)n2cccc2c1=O	-1	-0.2	48	2	1	1.7	99	6	63

Screening results deposited in PubChem BioAssay by several laboratories.

An excerpt (hit frequency here may not be typical).
